Screening results as filed in PubChem BioAssay.
CHT PAM = allosterically activates the human high affinity choline transporter; 310,000 tested, 0.49% active; CHT-expressing cells, membrane potential dye, choline EC20; stronger effect = higher value; LV-AA mutant CHT in HEK293 cells; B-score at 10 µM;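 active means initial fluorescence not abnormally high and integrated response B-score, plate-corrected, over 3 SD above library mean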
Target sequence (Q9GZV3 whole entry, looked up): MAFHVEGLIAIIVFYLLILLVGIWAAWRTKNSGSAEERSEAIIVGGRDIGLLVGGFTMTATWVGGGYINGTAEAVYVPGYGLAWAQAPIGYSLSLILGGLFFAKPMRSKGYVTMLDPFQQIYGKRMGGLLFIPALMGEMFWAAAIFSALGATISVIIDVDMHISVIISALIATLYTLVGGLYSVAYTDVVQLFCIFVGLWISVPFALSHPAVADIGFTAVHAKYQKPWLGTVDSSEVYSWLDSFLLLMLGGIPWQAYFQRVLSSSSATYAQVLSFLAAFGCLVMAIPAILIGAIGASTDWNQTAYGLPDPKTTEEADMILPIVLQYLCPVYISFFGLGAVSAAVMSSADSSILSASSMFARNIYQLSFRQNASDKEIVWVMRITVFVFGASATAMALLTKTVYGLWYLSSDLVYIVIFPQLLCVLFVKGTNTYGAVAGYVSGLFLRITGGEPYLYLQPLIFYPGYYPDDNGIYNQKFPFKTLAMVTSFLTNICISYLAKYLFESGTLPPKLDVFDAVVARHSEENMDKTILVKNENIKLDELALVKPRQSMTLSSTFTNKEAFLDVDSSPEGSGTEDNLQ
CHT inh = inhibits the human high affinity choline transporter; CHT-expressing cells, membrane potential dye, choline response; stronger effect = lower value; B-score at 10 µM; 310,000 tested, 0.86% active;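 active means B-score over 3 SD under the library average, and starting fluorescence ratio not unusually high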;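 further: choline stimulus applied at its EC90 after an EC20 pre-addition; B-score computed on integrated fluorescence ratio after choline addition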
Numbers without * were called inactive; i = inactive.

SMILES	CHT PAM	CHT inh
O=C(Cc1ccc(Cl)cc1)Nc1ccc2oc(-c3ccncc3)nc2c1	i	i
Cc1ccc(CC(=O)O/N=C(\N)c2ccccn2)cc1	i	i
COC(=O)Nc1nc(-c2ccc(F)cc2)c(C)s1	i	i
C(=N\Nc1nc2ccccc2[nH]1)/c1c[nH]c2ccccc12	i	i
Cc1ccc(Cl)c(OCC(O)CN(CCO)CCO)c1 (stereo not given)	i	i
Cc1ccc(NC(=O)c2cc(NC(=O)c3ccco3)ccc2N2CCOCC2)cc1Cl	i	i
Cc1ccc(C)c(N(CC(=O)N2CCc3ccccc3C2)S(C)(=O)=O)c1	i	i
CC(N=c1ccccn1C(=O)Nc1ccc(F)cc1)c1ccco1 (stereo not given)	i	i
CCOc1ccc(C2C(C(=O)c3ccc(C)o3)=C(O)C(=O)N2CCCN(CC)CC)cc1 (stereo not given)	i	i
O=C(NC1CCCC1)C(c1cccs1)N(Cc1ccco1)C(=O)Cn1nnc(-c2cccs2)n1 (stereo not given)	i	i
O=C(CCOc1ccccc1)Nc1cccc(S(=O)(=O)Nc2ccccc2Cl)c1	i	i
NCCNC(=O)c1ncsc1-c1cccc(F)c1	i	i
CC1=C(C(=O)Nc2ccccc2)C(c2ccc(C)o2)N2C(=O)CSC2=N1 (stereo not given)	i	i
COc1cc2c(cc1OC)C(c1ccc(Cl)cc1)=NCC2	i	i
COc1ccc(C2C(C(=O)c3ccc(C)o3)=C(O)C(=O)N2c2cc(C)on2)cc1OC (stereo not given)	i	i
CN(C1CCS(=O)(=O)C1)S(=O)(=O)c1ccccc1[N+](=O)[O-] (stereo not given)	i	i
CCOc1ccc(S(=O)(=O)NCc2cccnc2)cc1NC(=O)c1ccccc1F	i	i
CN(C)C(=O)N1CCCC(C(=O)NCc2ccccc2Cl)C1 (stereo not given)	i	i
NS(=O)(=O)c1ccc(NC(=S)N2CCN(Cc3ccc(Cl)c(Cl)c3)CC2)cc1	i	i
CC(=O)Nc1ccc(S(=O)(=O)Nc2ccc(Cl)cn2)cc1	i	i
O=C1CC(c2ccc(S(=O)(=O)N3CCCCC3)cc2)CN1 (stereo not given)	i	i
CSCCC(NC(=O)COc1ccccc1)C(=O)O (stereo not given)	i	i
CN(C(=O)COC(=O)COc1ccccc1Cc1ccccc1)c1ccccc1	i	i
CCOc1ccccc1NC(=O)CSc1nnc(CNC(=O)c2ccccc2F)o1	i	i
COc1cccc(NC(=O)CNC(=O)Cn2cnc3sc4c(c3c2=O)CCCC4)c1	i	i
COc1ccc(CCNC(=O)CSc2nnc3ccc(-c4cccnc4)nn23)cc1OC	i	i
CCC1CCCCN1CCCNC(=O)C1CCN(Cc2nc(-c3ccc(Cl)cc3)oc2C)CC1 (stereo not given)	i	i
CC(=O)NCCOC(=O)Nc1cccnc1	i	i
CC1=CCC2C(=O)N(CCc3c[nH]c4ccccc34)C(=O)C2C1 (stereo not given)	i	i
O=C(NN1CCOCC1)c1ccc(Cl)cc1Cl	i	i
Cn1c2c(c(O)c(-c3ccccc3)c1=O)C(=O)CC(C)(C)C2	i	i
CCN(C(=O)N1CCOCC1)c1ccccc1C	i	i
COC(=O)c1ccc(CNC(=O)COC(=O)C2CCC(C(C)(C)C)CC2)cc1 (stereo not given)	i	i
CCOCCCNC(=O)c1[nH]c(C)c(C(C)=O)c1C	i	i
CC(=O)Nc1cccc(C(=O)N/N=C/c2cccc(C)n2)c1	i	i
COc1ccc(C(=O)C[n+]2cc(-c3ccc(OC)cc3)n3c2CCCC3)cc1	i	i

Grouped by structure, the compounds so far with a thiophene ring, fused or not.
SMILES	CHT PAM	CHT inh
O=C(NC1CCCC1)C(c1cccs1)N(Cc1ccco1)C(=O)Cn1nnc(-c2cccs2)n1 (stereo not given)	i	i
COc1cccc(NC(=O)CNC(=O)Cn2cnc3sc4c(c3c2=O)CCCC4)c1	i	i

A second format for two compounds above:
| Structure | CHT PAM | CHT inh |
| --- | --- | --- |
| Cn1c2c(c(O)c(-c3ccccc3)c1=O)C(=O)CC(C)(C)C2 | i | i |
| CCN(C(=O)N1CCOCC1)c1ccccc1C | i | i |

Continued.
SMILES	CHT PAM	CHT inh
CCOc1ccc(N2C(=O)CC(N)C2=O)cc1 (stereo not given)	i	i
COC(=O)C1=C(N)OC2=C(C(=O)CC(C)(C)C2)C1c1ccoc1 (stereo not given)	i	i
CC(C)(C)n1nc2c(c1NC(=O)c1ccc(Br)cc1)CS(=O)C2 (stereo not given)	i	i
COc1ccc2ccccc2c1CNc1nnnn1C	i	i
Cc1nn2c(NCc3ccccn3)cc(C(C)C)nc2c1-c1ccccc1	i	i
Cc1ccc(/C=C/C(=O)NCCCN2CCN(CCCNC(=O)/C=C/c3ccc(C)cc3)CC2)cc1	i	i
COCCNC(=O)COC(=O)c1cccnc1SC	i	i
CC1CCN(C(=O)Cn2c(SCC(=O)Nc3nccs3)nc3ccccc32)CC1	i	i
CCOc1ccc(/C(C)=N/NC(=O)C(OC)c2ccccc2)cc1 (stereo not given)	i	i
O=C(Oc1ccccc1)c1cc2ccccc2o1	i	i
CSc1nc2ccc(NC(=O)C3CC(=O)N(Cc4ccco4)C3)cc2s1 (stereo not given)	i	i
Cc1ccc(-n2[nH]c(C)c(C=Nc3ccc(C)cn3)c2=O)cc1	i	i
NC(=O)COc1ccc(/C=N\NC(=O)c2ccc(-c3ccccc3)cc2)cc1	i	i
COc1cccc(CN(C)C(=O)c2cc(S(=O)(=O)N3CCN(c4ccccc4)CC3)ccc2Cl)c1	i	i
CC1CN(C(=O)c2nn(C)cc2[N+](=O)[O-])CC(C)O1 (stereo not given)	i	i
Cc1c(C(=O)N/N=C/c2ccc(N(C)C)cc2)[nH]c2ccc(Cl)cc12	i	i
CC(=O)N(C)c1ccc(NC(=O)Nc2ccc(Cl)cc2)cc1	i	i
CCOc1ccc(NC(=S)Nc2cc(-c3ccccc3)[nH]n2)cc1	i	i
Cc1ccccc1NC(=O)NC1(C(=O)N2CCCC2)CCCCC1	i	i
Cc1cc(C)c(OCC(=O)OC(C)C(=O)N2CCc3ccccc32)c(C)c1 (stereo not given)	i	i
O=C(c1cc([N+](=O)[O-])ccc1Cl)N1CCc2ccccc21	i	i
O=c1[nH]c2ccsc2c(=O)n1CCO	i	i
Cc1cc(C(=S)N2CCOCC2)c(C)n1-c1ccc(F)cc1	i	i
CCc1cc[n+](-c2nc([O-])sc2C=O)cc1	i	i
Cc1ccc(C(=O)Nc2nc(=O)n(C)s2)cc1	i	i
CC1CCCCN1C(=O)CCC(=O)Nc1nnc(C2CCCCC2)s1 (stereo not given)	i	i
CCCc1cc(=O)[nH]c(SCC(=O)N(C)CC(=O)Nc2ccc(C)cc2)n1	i	i
COc1ccccc1NS(=O)(=O)c1ccc2oc(SCc3ccc(F)cc3)nc2c1	i	i
Cn1c(CNC(=O)c2ccc3c(c2)OCO3)nnc1SCC(=O)Nc1ccc(F)cc1F	i	i
COC(=O)c1cc2c(-c3ccccc3)c(C)c3ccccn3c-2c1C(=O)OC	i	i
N#Cc1c(N)oc(-c2ccco2)c1-c1ccco1	8.2*	i
CS(=O)(=O)Nc1ccc2[nH]c(=O)[nH]c2c1	i	i
COc1cc(C2C(C#N)=C(N)Oc3c2ccc2ccccc32)ccc1OCC(=O)Nc1ccccc1C (stereo not given)	i	i
Cc1cc2[nH]c3ccccc3c2c(C)n1	i	-7.3*
O=c1cc(N=Nc2ccc(Cl)cc2)[nH]c(=O)[nH]1	i	i
CC(=O)Nc1ccc(S(=O)(=O)N2c3ccccc3C(C)=CC2(C)C)cc1	i	i
CCOc1ccc(-c2c(C(=O)N/N=C/c3sccc3C)nnn2-c2nonc2N)cc1	i	i
CCN(CC)S(=O)(=O)c1ccc(OC)c(NC(=O)CSc2cc(Cl)ccc2Cl)c1	i	i
CCS(=O)(=O)N1CCC(C(=O)NCCc2ccccc2)CC1	i	i
COc1ccc(-n2c(COc3ccccc3)nnc2SCC(N)=O)cc1	i	i
COc1ccc(-c2cc([C@H]3[C@@H]4C=CCC[C@@]4(C)C(=O)N3Cc3ccccc3)ccc2F)cc1	i	i
COc1ccccc1NC(=O)Cn1nnc(C(=O)NCCc2ccccc2)c1N	i	i
CC1(C)C(C=C(Cl)Cl)C1C(=O)OCc1cccc(Oc2ccccc2)c1 (stereo not given)	i	i
Cc1ncoc1C(=O)N1CCCC(CCC(=O)NCc2ccc(F)c(F)c2)C1 (stereo not given)	i	i
Cn1nc(C(F)(F)F)c(C#N)c1N1CCN(c2cccc(C(F)(F)F)c2)CC1	i	i
COc1cccc(CN2CCN(C(=O)c3cc(-c4cccnc4)nc4ccc(C)cc34)CC2)c1	i	i
O=C(Nc1ccc(CN2CCOCC2)cc1)c1ccc(Cl)cc1Cl	i	i
COc1ccc(CNS(=O)(=O)NCc2ccc(C)cc2)cc1OC	i	i

Another view of part of the listing above:
> CCS(=O)(=O)N1CCC(C(=O)NCCc2ccccc2)CC1
  CHT PAM: i | CHT inh: i
> COc1ccc(-n2c(COc3ccccc3)nnc2SCC(N)=O)cc1
  CHT PAM: i | CHT inh: i
> COc1ccc(-c2cc([C@H]3[C@@H]4C=CCC[C@@]4(C)C(=O)N3Cc3ccccc3)ccc2F)cc1
  CHT PAM: i | CHT inh: i
> COc1ccccc1NC(=O)Cn1nnc(C(=O)NCCc2ccccc2)c1N
  CHT PAM: i | CHT inh: i

Going on with the list.
SMILES	CHT PAM	CHT inh
Cn1c(=O)[nH]c(=O)c2c1nc(CN1CCOCC1)n2CCCO	i	i
O=C(/C=C/c1cn(-c2ccccc2)nc1-c1ccccc1)Nc1ccc(C(=O)O)cc1	i	i
CC(=O)Nc1c(C)nn(C(C)=O)c1C	i	i
CCn1c(CC(=O)Nc2ccc(C)cc2)nnc1SCC(=O)NCCc1ccccc1	i	i
CC(C)Oc1ccc(NC(=O)c2ccncc2)cc1	i	i
Cc1cc(C)c(C)c(S(=O)(=O)N2C(=S)NC(=O)C2C(C)C)c1C (stereo not given)	i	i
CCN(CC)S(=O)(=O)c1ccc(N2C(=O)Nc3ccccc3N2O)cc1	i	i
O=C1CCCN1c1ccc(S(=O)(=O)NCc2ccc(F)cc2)cc1	i	i
O=C(Nc1ccc(C(=O)O)cc1)/C(=C\c1cccc([N+](=O)[O-])c1)NC(=O)c1ccc(Br)o1	i	i
C[C@H](NC(=O)c1[nH]cnc1C(=O)Nc1ccc(CNC(=O)OC(C)(C)C)cc1)C(=O)OCc1ccccc1	i	i
CN1CCN(S(=O)(=O)c2cccc(C(=O)Nc3ccccc3N3CCOCC3)c2)CC1	i	i
O=C(CN1C(=O)COc2ccc(S(=O)(=O)N3CCCC3)cc21)NC1CCCCCCC1	i	i
O=C(O)CC(CN1C(=O)c2ccccc2C1=O)c1ccccc1 (stereo not given)	i	i
CCOC(=O)c1c(NC(=O)CCN2CCOCC2)sc(C)c1-c1ccccc1	i	i
CN(C)C(CNc1ccc([N+](=O)[O-])cc1C#N)c1ccccc1 (stereo not given)	i	i
CC1=C(C#N)C(=O)NC(C)(C)C1	i	i
Cc1cccc(CSCC(=O)NCc2ccc(S(N)(=O)=O)cc2)c1	i	i
CCOC(=O)c1cnc(-c2ccccc2)nc1N(C)C	i	i
CCN(CC)CCCN1C(=O)C(O)=C(C(=O)c2cc3cccc(OC)c3o2)C1c1ccncc1 (stereo not given)	i	i
O=C(N/N=C/c1cc([N+](=O)[O-])ccc1O)c1ccc(COc2ccc3c(c2)CCC3)o1	i	i
CC1(C)c2ccccc2N2CC(=O)N[C@@]21/C=C/C=C/c1ccccc1	i	i
CCN(CC)C(C)C(=O)NCC1(c2ccccc2)CCOCC1 (stereo not given)	i	i
O=C(Cc1ccccc1)NCC(=O)N/N=C/c1cccnc1	i	i
CN(C)CCNC(=O)C(=O)NCC1OCCN1S(=O)(=O)c1ccc2c(c1)OCCO2 (stereo not given)	i	i
COc1cc(C(=O)N2C(=O)c3cccc(N)c3C2=O)cc(OC)c1OC	i	i
Cc1cccnc1NC(=O)NC(=O)c1ccc(C(C)(C)C)s1	i	i
O=C(COC(=O)Cc1cccc2ccccc12)Nc1ccccc1-c1ccccc1	i	i
CC(=O)N1CCc2cc(S(=O)(=O)CCC(=O)Nc3cc(C)cc(C)c3)ccc21	i	i
CCOc1ccccc1NC(=O)c1nc(S(=O)(=O)Cc2ccccc2)ncc1Cl	i	i
CC(C)OC(=O)CCNc1n[nH]c(=O)[nH]c1=O	i	i
O=C(COC(=O)C1CC(=O)N(c2ccc3c(c2)OCCO3)C1)Nc1ccc2c(c1)CCC2 (stereo not given)	i	i
Cc1nc(Oc2ccccc2)c2ccccc2n1	i	-7*
Cc1ccccc1N1CC2=C(C1=O)C(c1ccccc1)NC(=O)N2C (stereo not given)	i	i
CN(c1cccc(NC(=O)CN(c2cccc(F)c2)S(C)(=O)=O)c1)S(C)(=O)=O	i	i
O=C(CNCCO)N1CCc2ccccc21	i	i
COc1ccc(C(=O)NCCCNC(=O)c2cccnc2)cc1OC	i	i
O=C(COC(=O)C1(c2ccccc2)CC1)NNC(=O)c1ccccc1F	i	i
Cn1cccc1/C=N/NC(=O)c1ccccn1	i	i
Cc1ccc(/C=N/NC(=O)c2n[nH]c3c2CCCC3)cc1	i	i
CCN(CC)c1nc2n(c(=O)n1)CCN2CC	i	i
Cc1cc(C(=O)CSc2ncccn2)c(C)n1-c1cccc(F)c1	i	i
CCC(=O)Nc1cccc(NC(=S)NC(=O)c2ccc(C)cc2)c1	i	i
CC(=O)N1CCN(c2ccc([N+](=O)[O-])c(-n3nc(C)cc3C)c2)CC1	i	i
COc1ccc(C)cc1S(=O)(=O)Nc1ccccc1C	i	i
